Screening data from PubChem BioAssay.
NPY-Y2 antag – blocks the human neuropeptide Y Y2 receptor | P49146 | NPY-Y2 expressing cells, antagonist mode | inhibition, % at 2.7 µM | 0.99% of 140,000 active | AID 793; in the data active = inhibition above about 17%;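 note: 0% = vehicle with agonist challenge and 100% = reference antagonist with challenge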
Target sequence (P49146 whole entry, looked up): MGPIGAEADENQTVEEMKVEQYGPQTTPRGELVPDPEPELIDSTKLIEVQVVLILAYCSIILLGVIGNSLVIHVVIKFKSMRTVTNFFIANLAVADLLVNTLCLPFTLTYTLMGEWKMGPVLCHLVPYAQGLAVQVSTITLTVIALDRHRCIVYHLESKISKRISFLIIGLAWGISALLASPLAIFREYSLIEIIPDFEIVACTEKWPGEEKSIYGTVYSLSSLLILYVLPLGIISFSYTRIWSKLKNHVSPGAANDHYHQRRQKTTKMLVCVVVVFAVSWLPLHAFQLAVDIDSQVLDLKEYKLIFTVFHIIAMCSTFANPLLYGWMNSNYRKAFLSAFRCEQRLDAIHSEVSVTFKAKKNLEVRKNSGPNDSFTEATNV
Yeast lifespan up – yeast lifespan extension | S. cerevisiae growth with nicotinamide, OD615; deaD strain in restrictive glucose medium | AID 775 | inhibition of the nicotinamide effect, % at 10 µM | 0.68% of 130,000 active;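 active = inhibition above a set limit, placed 3 SD over the median of all compounds, cut at about 26% in these data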;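 note: 0% = nicotinamide-treated wells and 100% = cells grown without nicotinamide; some compounds called inactive have numbers as strong as hits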
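Test system: DeaD-strain S. cerevisiae / Buffer or medium: restrictive glucose medium / Also added: nicotinamide 1.5 mM / Doses: one concentration, 10 µM, DMSO 0.25% / Schedule: 48 h at 30 °C / Signal: OD615 measurement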
Phagocyt inh – macrophage phagocytosis inhibition; 0.07% of 110,000 active; inhibition, % at 5 µM; AID 1029; J774A.1 macrophage IgG-bead phagocytosis, imaging;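 active = inhibition above the mean of the plate negative controls plus 5 SD, cut at about 13% in these data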;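 note: phagocytic index as fraction of beads internalized from green versus red external bead signal; plate controls were DMSO negative control for no effect and cytochalasin-D positive control for full effect; some results beyond the cut were filed as inactive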
PTEN del growth – suppresses growth of cells with PTEN deletion; viability, % at 10 µM; 1.2% of 140,000 active; HCT116 PTEN-null viability, CellTiter-Glo, 60 h; stronger effect = lower value; AID 827;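 active = viability at or below a set limit, 4 SD under the median of all tested compounds, cut at about 3.7% in these data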;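 note: PTEN knockout HCT116 line with beta catenin targeted HCT116 as companion control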
Measles CPE – protection of cells from measles virus | protection (pct of control), % at 4 µM | 1.5% of 140,000 active | Measles virus-infected cells, CPE protection, absorbance; in the data active = protection mostly above about 24%, no sharp cut-off; inactive = mostly below about 26%; note: some compounds called inactive have numbers as strong as hits
MRP-1 activ – activates MRP-1. H69AR cells + doxorubicin, viability rescue, CellTiter-Glo. viability increase, % at 10 µM. 0.61% of 140,000 active. AID 799;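 active = viability gain under doxorubicin at or above a set limit, the compound median plus 3 SD, cut at about 4.7% in these data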;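 note: MRP-1 overexpressing cells given doxorubicin 25 µM after compound pretreatment; 18-22 h compound pretreatment then 72 h with doxorubicin before readout; 0% = doxorubicin-only wells and 100% = vehicle-treated cells without doxorubicin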
HCT116 bCat-KO – beta-catenin-lacking colon tumor cell growth suppression; 1.5% of 140,000 active; viability, % at 10 µM; AID 818; HCT116 beta-catenin knockout viability, CellTiter-Glo, 60 h; stronger effect = lower value;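 active = viability at or under a set limit, the compound median less 4 SD, cut at about 6% in these data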;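 note: 0% = Hyamine 1622 control at 20 µM and 100% = untreated cell control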
GALR2 blocker – GALR2 (human) receptor antagonism; O43603; GALR2-expressing cells, antagonist mode; inhibition, % at 4 µM; 0.39% of 140,000 active; in the data active = inhibition above about 27%;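 note: cells stimulated with galanin 1-16 at roughly its EC80; 0% = agonist challenge control and 100% = basal control without agonist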
Target sequence (O43603 whole entry, looked up): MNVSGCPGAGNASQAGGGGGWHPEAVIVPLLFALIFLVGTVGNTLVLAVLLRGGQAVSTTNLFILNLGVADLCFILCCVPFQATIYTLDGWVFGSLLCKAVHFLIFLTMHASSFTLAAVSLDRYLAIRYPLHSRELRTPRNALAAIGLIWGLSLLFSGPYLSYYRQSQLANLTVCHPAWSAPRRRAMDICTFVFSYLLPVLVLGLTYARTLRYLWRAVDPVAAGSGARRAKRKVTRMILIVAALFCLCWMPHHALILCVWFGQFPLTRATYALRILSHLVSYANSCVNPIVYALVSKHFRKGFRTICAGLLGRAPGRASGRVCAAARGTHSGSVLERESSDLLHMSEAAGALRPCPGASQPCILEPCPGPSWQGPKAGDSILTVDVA
E-sel TNF inh – TNF alpha driven E-selectin expression inhibition | inhibition, % at 2 µM | 0.71% of 120,000 active | HUVEC TNFa-induced E-selectin immunofluorescence, high content;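 active = inhibition above the batch mean plus 3 SD, and confirmed as a hit on visual image review, cut at about 43% in these data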;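 note: 0% = TNF-stimulated DMSO wells and 100% = unstimulated control wells; not every result past the cut was called active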
Yeast growth inh – yeast BB579 growth reduction in restrictive medium; S. cerevisiae BB579 growth, OD615, 48 h; inhibition, % at 10 µM; 0.51% of 140,000 active; AID 804;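 active = inhibition above a set limit, 3 SD over the mean compound inhibition, cut at about 44% in these data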; note: inactives centre near -24
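Test system: DeaD yeast strain BB579 / Buffer or medium: restrictive glucose-based CSMM-D medium / Doses: single 10 µM dose / Schedule: 4 h cell preincubation, 48 h compound exposure, 30 °C humidified / Technique: culture absorbance at 615 nm / Controls: amphotericin B positive control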
An asterisk follows results filed as active; . = not tested or not shown. An unsorted share of the library; 6.3% or so of the library scored in one or more.

SMILES	NPY-Y2 antag	Yeast lifespan up	Phagocyt inh	PTEN del growth	Measles CPE	MRP-1 activ	HCT116 bCat-KO	GALR2 blocker	E-sel TNF inh	Yeast growth inh
Cc1cc(C)n2nc(C(=O)NCCc3ccccc3)nc2n1	2	-13	0	101	15	0.2	84	-343	19	-9
COc1cc(C(=O)NCCC2=CCCCC2)cc(OC)c1OC	3	-3	-1	90	6	-2.5	95	1	.	-15
CCOC(=O)NC(Nc1nnc(C)s1)(C(=O)OCC)C(F)(F)F (stereo not given)	1	-5	0	96	11	0.8	103	-2	7	-34
COCCNC(=O)c1cn(Cc2c(F)cccc2Cl)nn1	1	-14	.	94	4	-2.7	108	2	-8	-31
COC(=O)CN1C(=S)N(c2ccc(Cl)cc2)C(=O)C1CC(=O)Nc1ccc(Cl)cc1 (stereo not given)	2	-13	.	97	11	-3.2	100	12	57*	-9
Cc1cc(Cl)ccc1Oc1cccc(C(=O)/C(C#N)=C/N(C)C)c1	6	-1	.	85	11	-0.9	97	-15	10	-12
Cc1ccc(-c2cc(C(=O)NC3=NCCS3)c3cc(Br)ccc3n2)o1	0	-15	2	83	1	-1.1	91	8	2	-9
COc1ccc(-n2nnc3c(=O)n(CC(=O)OCc4ccccc4)cnc32)cc1	6	-7	-1	98	9	-3.0	90	6	-17	-27
CCOC(=O)C1C(=O)C(C(=O)OCC)C(c2cccnc2)NC1c1cccnc1 (stereo not given)	3	-7	0	103	8	-0.7	104	3	-2	-21
O=C(NCc1cccc(C(F)(F)F)c1)c1cc(Cl)cc(Cl)c1	7	6	.	108	2	-0.9	97	-2	-14	-12
COc1ccc(C(=O)NCc2ccccc2OC)cc1	3	-6	.	98	14	0.2	95	3	-8	-28
O=C1OC(Oc2ccccc2)(c2ccccc2)c2ccccc21 (stereo not given)	8	-14	.	64	6	-1.8	78	-1	-13	-34
CSCC[C@H](NC(=O)Nc1cccc(C(F)(F)F)c1)C(=O)O	3	-7	0	104	7	-0.8	97	-3	-4	-28
CCN(CC)S(=O)(=O)c1cc([N+](=O)[O-])ccc1N=Nc1c(O)n(C)c2ccccc12	1	1	-7	83	5	-3.4	54	-4	.	-34
CC1(C)Oc2ccc3ccc(=O)oc3c2C(/C=N/O)C1=O (stereo not given)	1	3	-9	103	6	0.9	95	-1	2	-5
CCOC(=O)C1C2C=CC3(CN(Cc4cccs4)C(=O)C13)O2 (stereo not given)	2	-4	-1	95	5	-0.7	96	-9	.	-33
COc1ccc(C(=O)Nc2cc(C(C)=O)c(/C=C/N(C)C)oc2=O)cc1	1	-11	.	96	4	-1.1	96	4	24	-15
CC(=O)n1cc(/C=C2/N=C(c3ccccc3)OC2=O)c2ccccc21	2	7	-9	82	8	-3.9	94	2	.	-15
COC(=O)Nc1ccc(S(=O)(=O)Nc2ccc(O)cc2)cc1	5	-3	.	87	9	-3.0	91	7	4	-29
CCOCCOC(=O)CCSc1n[nH]c(=O)[nH]c1=O	4	-5	0	102	26	-1.4	95	-11	.	-28
CCCCN(C)CCC(=O)Nc1ccc(Cl)cc1	1	5	-6	91	10	-1.5	96	9	-7	12
COC(=O)COc1ccc(S(=O)(=O)NC2CCCCCC2)cc1	1	-17	-2	88	8	-2.6	80	5	-5	-22
O=[N+]([O-])c1cc(S(=O)(=O)Nc2cccc(C(F)(F)F)c2)ccc1-n1nnc2ccccc21	9	12	.	80	13	-0.2	82	3	42	-69
COC(=O)NCc1ccc(S(=O)(=O)N2CCOCC2)cc1	2	-20	2	88	4	-1.8	101	-7	-21	-36
CNC(=O)CN1C(=O)C2C3C=CC(C3)C2C1=O (stereo not given)	5	-2	1	102	23	1.1	105	18	.	-19

Pulled one by one from the list above, two records:
SMILES	NPY-Y2 antag	Yeast lifespan up	Phagocyt inh	PTEN del growth	Measles CPE	MRP-1 activ	HCT116 bCat-KO	GALR2 blocker	E-sel TNF inh	Yeast growth inh
CCCCN(C)CCC(=O)Nc1ccc(Cl)cc1	1	5	-6	91	10	-1.5	96	9	-7	12
COC(=O)NCc1ccc(S(=O)(=O)N2CCOCC2)cc1	2	-20	2	88	4	-1.8	101	-7	-21	-36

More entries
SMILES	NPY-Y2 antag	Yeast lifespan up	Phagocyt inh	PTEN del growth	Measles CPE	MRP-1 activ	HCT116 bCat-KO	GALR2 blocker	E-sel TNF inh	Yeast growth inh
CCOP(=O)(c1ccccc1)C1(C#N)CCCC1 (stereo not given)	1	4	0	97	2	-1.9	80	-5	.	-41
COc1ccc(OC)c2sc(NC(=O)C3CC3)nc12	-4	-7	-1	74	7	-0.8	78	11	-11	-63
COc1ccc(OC)c(-c2nnc(SCC(=O)N3CCOCC3)o2)c1	1	-4	2	108	23	-1.3	98	-5	.	-37
C=CC[n+]1c(-c2ccc(OCC)cc2)csc1NNC(=O)Nc1ccccc1	1	-8	0	41	19	1.5	27	-4	5	-53
COc1ccc(NC(=O)C2c3cc(OC)c(OC)cc3C(=O)N(C)C2c2cccnc2)cc1OC (stereo not given)	1	-10	-1	97	4	-4.2	97	2	-16	5
COc1cc(C(c2c(C)[nH][nH]c2=O)c2c(C)[nH][nH]c2=O)ccc1OC(C)C	0	5	-4	90	23	-0.5	85	3	.	30
CCN1C(=O)C(CC(=O)NC2CCCCC2)N(CC)C1=O (stereo not given)	8	-14	0	94	50*	0.0	97	6	0	-10
Cc1nn(-c2ccccc2)c2sc(C(=O)N(CC(=O)NC3CCCC3)Cc3ccco3)cc12	1	-11	-3	37	10	-0.9	68	3	.	-40
O=C(CCSc1nc(-c2ccc3c(c2)OCO3)cc(C(F)(F)F)n1)NCc1ccco1	8	-4	0	58	10	-1.2	87	0	.	-73
O=C1c2ccccc2C(=O)C1c1ccnc2ccccc12	-1	.	.	12	1	-5.7	9	22	-6	42
CCc1ccc(N2CC(C(=O)Nc3nccs3)CC2=O)cc1 (stereo not given)	-2	-1	2	97	35*	-0.3	90	7	-13	-13
COc1ccc(-c2ccc3c(N)c(C(=O)c4ccc(OC)c(OC)c4)sc3n2)cc1	-2	-4	0	94	9	-3.5	90	10	4	6
Cn1c(SCC(=O)c2ccc3c(c2)OCO3)nnc1C1COc2ccccc2O1 (stereo not given)	-1	-2	0	79	16	-2.3	84	0	-3	-6
Cc1c(C(=O)O)cccc1-n1c(C)cc(/C=N/NC(=O)c2cc3ccccc3o2)c1C	3	-4	-7	103	2	-1.5	96	7	.	-11
Cn1cnnc1Sc1cc(N2CCN(S(=O)(=O)c3ccccc3)CC2)ccc1[N+](=O)[O-]	2	-4	-4	78	10	-1.6	73	-16	-9	-40
O=C1CCC(=O)N1CNc1cccnc1	-1	-5	-1	101	16	1.4	92	17	-5	-39
Cc1csc(NC(=O)Nc2ccc(Cl)cc2)n1	4	.	4	91	19	-1.9	85	9	-25	-40
Cc1ccc(S(=O)(=O)c2nnn3c2nc(N2CCCCC2)c2ccccc23)cc1	8	-4	-4	88	4	-1.0	92	4	.	-39
CCOC(=O)CNc1c(-c2ccc(F)cc2)nc2cnccn12	7	-27	-1	100	5	-0.6	92	14	-43	-9
CCOC(=O)c1c(N)sc2c(O)c(Br)ccc12	5	-15	-1	98	9	-0.9	94	-3	.	-25
O=C1c2cccc3c([N+](=O)[O-])ccc(c23)C(=O)N1c1nccs1	0	17	0	1.5*	4	-2.7	1.5*	50*	44	3
O=C(CNc1cc(S(=O)(=O)N2CCCC2)ccc1OCC(F)(F)F)Nc1cccc(C(F)(F)F)c1	1	1	-7	46	23	-1.7	48	18	.	9
O=C(NNS(=O)(=O)c1ccccc1)C1CCN(S(=O)(=O)c2ccc(Cl)cc2)CC1	2	-6	.	91	16	-0.4	96	-4	5	-22
c1ccc(N2CCN(c3nc4ccccc4n4nnnc34)CC2)cc1	5	-11	-1	78	1	-2.1	73	18	-75	-38
Cc1ccc(NC(=O)C2C3C=CC4(CN(Cc5cccnc5)C(=O)C24)O3)cc1 (stereo not given)	2	-12	0	95	5	-1.9	97	17	-3	-3
SMILES	NPY-Y2 antag	Yeast lifespan up	Phagocyt inh	PTEN del growth	Measles CPE	MRP-1 activ	HCT116 bCat-KO	GALR2 blocker	E-sel TNF inh	Yeast growth inh
Cc1cc(Nc2nc3c(c(=O)n(C)c(=O)n3C)n2C)n(-c2ccc(Cl)cc2)n1	1	-6	0	86	11	-1.6	98	-10	5	-27
CNc1nc(-c2ccccc2)nnc1C(F)(F)F	0	-7	2	103	6	-1.6	98	16	.	-17
Cc1nnc(NC(=O)CSc2nnc(CCc3nc4ccccc4[nH]3)n2C)s1	3	-4	0	97	7	1.9	97	2	.	-22
CCNC(=O)CC1C(=O)N(c2ccc(OC)cc2)C(=O)N1Cc1ccc(OC)cc1 (stereo not given)	1	-13	-2	97	7	-2.0	94	-6	.	-41
O=C(CSc1nc(O)c(C2CCCCC2)c(=O)[nH]1)NCC1CCCO1 (stereo not given)	2	-8	.	99	7	0.6	89	-2	-24	-21
CCOc1ccc(C(=O)NCC2CCCO2)cc1 (stereo not given)	1	-24	-1	87	2	-1.7	103	6	-25	22
Cc1cccc(-n2ncc3c(NCCc4ccc(S(N)(=O)=O)cc4)ncnc32)c1	0	-6	-1	80	15	-4.0	87	13	.	-39

Laid out differently: results already given
Second line of a record – NPY-Y2 antag, Yeast lifespan up, Phagocyt inh, PTEN del growth, Measles CPE, MRP-1 activ, HCT116 bCat-KO, GALR2 blocker, E-sel TNF inh, Yeast growth inh
> Cc1cc(C)n2nc(C(=O)NCCc3ccccc3)nc2n1
 : 2, -13, 0, 101, 15, 0.2, 84, -343, 19, -9
> COc1cc(C(=O)NCCC2=CCCCC2)cc(OC)c1OC
 : 3, -3, -1, 90, 6, -2.5, 95, 1, ., -15
> CCOC(=O)NC(Nc1nnc(C)s1)(C(=O)OCC)C(F)(F)F (stereo not given)
 : 1, -5, 0, 96, 11, 0.8, 103, -2, 7, -34
> COCCNC(=O)c1cn(Cc2c(F)cccc2Cl)nn1
 : 1, -14, ., 94, 4, -2.7, 108, 2, -8, -31
> COC(=O)CN1C(=S)N(c2ccc(Cl)cc2)C(=O)C1CC(=O)Nc1ccc(Cl)cc1 (stereo not given)
 : 2, -13, ., 97, 11, -3.2, 100, 12, 57*, -9
> Cc1cc(Cl)ccc1Oc1cccc(C(=O)/C(C#N)=C/N(C)C)c1
 : 6, -1, ., 85, 11, -0.9, 97, -15, 10, -12
> Cc1ccc(-c2cc(C(=O)NC3=NCCS3)c3cc(Br)ccc3n2)o1
 : 0, -15, 2, 83, 1, -1.1, 91, 8, 2, -9
> COc1ccc(-n2nnc3c(=O)n(CC(=O)OCc4ccccc4)cnc32)cc1
 : 6, -7, -1, 98, 9, -3.0, 90, 6, -17, -27
> CCOC(=O)C1C(=O)C(C(=O)OCC)C(c2cccnc2)NC1c1cccnc1 (stereo not given)
 : 3, -7, 0, 103, 8, -0.7, 104, 3, -2, -21
> O=C(NCc1cccc(C(F)(F)F)c1)c1cc(Cl)cc(Cl)c1
 : 7, 6, ., 108, 2, -0.9, 97, -2, -14, -12
